rTrxR1 inhibitor = inhibitors of rat thioredoxin reductase 1. 1% of 390,000 active. Potency, µM (highest dose often 114 µM), inactives show at the highest dose activity change, negative = inhibition, most hits filed as inhibitors. O89049. recombinant rTrxR1, NADPH fluorescence consumption, selenite substrate. AID 588453; further: potency means the concentration at half of the fitted maximal effect; on the % scale 0 is the no-effect control and ±100 the full control effect; nearly all actives have a fitted effect of over 65% in size
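Rat TrxR1 (90 nM in the dispensed reagent) was pre-reduced with 400 uM NADPH for 5 min at room temperature, then incubated with compound for 15 min. After 400 uM selenite was added, NADPH fluorescence (Ex 340/Em 450 nm) was followed for 8 min.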
TrxR1 substrate = is turned over as a substrate by rat TrxR1; O89049; purified TrxR1 substrate turnover, NADPH consumption readout; Potency, µM (doses to about 114 µM), for inactives: top-dose activity change, negative = substrate turnover; 0.01% of 390,000 active; further: potency means the concentration at half of the fitted maximal effect; on the % scale 0 is the no-effect control and ±100 the full control effect; nearly all actives have a fitted effect of over 50% in size
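Rat TrxR1, dispensed at 90 nM, was prereduced with 400 uM NADPH (final) for 5 min at ~22 deg C, then incubated with compound 15 min before 400 uM selenite. A first-read NADPH fluorescence drop versus no-compound background flagged substrates.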
HP1b binding inh = inhibitors of HP1-beta chromodomain binding to methylated histone tails. P83916. AlphaScreen HP1-beta / biotin-H3K9me3 peptide binding. Potency, µM (doses to about 114 µM), for inactives: at the highest dose activity change, negative = inhibition, actives largely listed as inhibitors. 0.56% of 390,000 active. AID 540317; further: potency means the concentration at half of the fitted maximal effect; nearly all actives have a fitted effect of over 70% in size; inactives centre near 23
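HP1-beta protein (50 nM final) preincubated 30 min at room temperature with biotinylated H3(1-18)K9me3 peptide (50 nM) in PBS pH 7.4, 0.01% Tween-20, then compound added for 30 min. AlphaScreen streptavidin donor/nickel chelate acceptor beads (10 ug/mL final), 30 min dark, luminescence read.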
USP1-UAF1 inh = inhibitors of human USP1/UAF1 deubiquitinase. O94782. recombinant USP1/UAF1, Ub-Rhodamine cleavage fluorescence. Potency, µM (series often up to 57.1 µM), for the others: top-dose activity change, negative = inhibition, actives largely listed as inhibitors. 0.23% of 390,000 active. AID 743255; further: potency means the concentration at half of the fitted maximal effect; on the % scale 0 is the no-effect control and ±100 the full control effect; nearly all actives have a fitted effect of over 60% in size; inactives centre near -12
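High-throughput fluorogenic screen: 1nM USP1/UAF1 complex, Ub-Rho substrate 150nM final, 50mM HEPES pH 7.8 with 0.5mM EDTA, 0.1 mg/ml BSA, 1mM TCEP and 0.01% Tween-20.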
GLS inh = inhibitors of human glutaminase (GLS); O94925; GLS enzymatic activity, qHTS titration; Potency, µM (series often up to 45.5 µM), inactives show at the highest dose activity change, negative = inhibition, actives largely listed as inhibitors; 0.21% of 410,000 active; further: potency means the concentration at half of the fitted maximal effect; on the % scale 0 is the no-effect control and ±100 the full control effect
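Enzyme dispensed in phosphate buffer (45 mM, pH 8.2, 0.02% Tween-20), compounds pinned in, then 1 mM L-glutamine solution and the glutamate oxidase–HRP–Amplex Red mix added; fluorescence read immediately and again after 30 min at room temperature.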
Tb PGK inh = blocks T. brucei phosphoglycerate kinase; P07378; PGK/GAPDH coupled, Kinase-Glo luminescence, 60 min; Potency, µM (top dose mostly 57.5 µM), for inactives: top-dose activity change, negative = inhibition, hits mostly inhibitors; 0.043% of 380,000 active; AID 602233; further: potency means the concentration at half of the fitted maximal effect; on the % scale 0 is the no-effect control and ±100 the full control effect; nearly all actives have a fitted effect of over 60% in size
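Luminescent ATP detection (Kinase-Glo Plus) follows a 60-minute room-temperature incubation, with wells lacking PGK as controls. Buffer: 100 mM TEA (pH 7.6), 5 mM MgCl2, 0.01% Tween-20. Coupling enzyme GAPDH (100 nM final) supplies unstable 1,3-BPG in-well.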
Pin1 inhibitor = blocks the human prolyl isomerase Pin1. Q13526. Pin1 FP peptide displacement, HiFluor488, 10 min. Potency, µM (top dose mostly 115 µM), for inactives: at the highest dose activity, negative = inhibition, hits mostly inhibitors. 0.009% of 390,000 active; active means well fitted inhibition curve with a large enough effect in the polarisation, with a control signal flat, not every such curve was filed as active; inconclusive means small, poorly fitted or top-dose-only effect, or effect the other way, or a change in a side signal; inactive means no such curve, though single readings can be large or run the other way; the % refers to the polarisation; further: potency means the concentration at half of the fitted maximal effect; on the % scale 0 is the no-effect control and ±100 the full control effect
Target sequence (Q13526 whole entry, looked up): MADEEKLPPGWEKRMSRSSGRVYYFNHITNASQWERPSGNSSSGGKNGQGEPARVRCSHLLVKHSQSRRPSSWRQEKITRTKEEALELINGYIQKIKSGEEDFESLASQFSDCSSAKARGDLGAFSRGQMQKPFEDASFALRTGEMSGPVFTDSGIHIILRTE
PI4K2A inh = inhibitors of human PI4K2A; purified PI4K2A, ADP-Glo luminescence, 1 h; active compounds read low; activity change, negative = inhibition, % at 76.9 µM; 0.13% of 420,000 active; in the data active means activity change below about -50%; inconclusive means mostly about -30% to -49%;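 further: -100% = wells without enzyme as full effect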
Target sequence (Q9BTU6 whole entry, looked up): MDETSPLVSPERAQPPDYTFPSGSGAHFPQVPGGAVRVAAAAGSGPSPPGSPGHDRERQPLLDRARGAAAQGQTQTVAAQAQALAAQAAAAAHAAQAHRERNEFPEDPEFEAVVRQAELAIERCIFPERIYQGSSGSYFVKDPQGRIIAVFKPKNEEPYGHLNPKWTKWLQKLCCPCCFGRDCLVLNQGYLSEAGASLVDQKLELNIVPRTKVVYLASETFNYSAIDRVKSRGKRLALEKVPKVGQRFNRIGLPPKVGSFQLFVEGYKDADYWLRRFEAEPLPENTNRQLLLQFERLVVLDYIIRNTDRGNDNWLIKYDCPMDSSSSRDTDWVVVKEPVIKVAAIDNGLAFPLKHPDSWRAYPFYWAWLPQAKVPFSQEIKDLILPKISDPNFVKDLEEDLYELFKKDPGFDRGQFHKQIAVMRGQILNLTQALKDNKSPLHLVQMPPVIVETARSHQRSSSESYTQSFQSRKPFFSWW
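Compounds are screened against recombinant PI4K2A using PI as substrate and ATP, the latter dispensed at 300 microM. Reactions run one hour at ambient temperature before ADP-Glo detection; full inhibition defined by wells lacking enzyme.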
IDH1 R132H inh = human IDH1 R132H inhibition. 0.093% of 390,000 active. AID 602179. O75874. Potency, µM (titrated, usually from 76.6 µM), inactives show top-dose activity change, negative = inhibition, actives largely listed as inhibitors. IDH1-R132H enzyme, NADPH consumption, diaphorase/resazurin fluorescence; further: potency means the concentration at half of the fitted maximal effect; on the % scale 0 is the no-effect control and ±100 the full control effect; nearly all actives have a fitted effect of over 65% in size
Target sequence (O75874 whole entry R132H, stated change not applied): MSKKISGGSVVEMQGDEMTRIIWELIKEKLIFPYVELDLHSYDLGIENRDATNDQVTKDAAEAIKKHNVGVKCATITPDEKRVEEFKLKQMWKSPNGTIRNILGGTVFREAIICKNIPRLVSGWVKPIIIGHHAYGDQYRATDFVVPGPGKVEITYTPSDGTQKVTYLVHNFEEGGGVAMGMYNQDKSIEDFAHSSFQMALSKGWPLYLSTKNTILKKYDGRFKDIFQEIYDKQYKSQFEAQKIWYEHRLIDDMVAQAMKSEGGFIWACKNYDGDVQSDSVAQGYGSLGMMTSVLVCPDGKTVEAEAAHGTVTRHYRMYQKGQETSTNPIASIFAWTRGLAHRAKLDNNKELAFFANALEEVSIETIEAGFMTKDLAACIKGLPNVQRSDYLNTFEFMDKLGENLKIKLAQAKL
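IDH1-R132H (0.5 ug/mL) preincubated 30 min with compound, then NADPH (0.016 mM) and alpha-KG (2 mM) added; 80 min at RT, pH 7.5. Remaining NADPH coupled via diaphorase/resazurin to fluorescence (540/590 nm); concentration-response curves normalized to no-enzyme control.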
* = called active by the depositor; i = inactive; ? = inconclusive; nt = not tested or not shown; [ ] = another dose, or the depositor's remark. Unless noted, the call rests on the fitted dose curve; in most records, active means well fitted curve in the direction sought with a large enough effect; inconclusive means small, poorly fitted or top-dose-only effect, or another doubt; inactive means no such curve, though single readings can be large; an effect the other way counts as inactive or inconclusive. This is a subset (hit frequency here may not be typical).

SMILES	rTrxR1 inhibitor	TrxR1 substrate	HP1b binding inh	USP1-UAF1 inh	GLS inh	Tb PGK inh	Pin1 inhibitor	PI4K2A inh	IDH1 R132H inh
C[C@@H]1NS(=O)(=O)[C@H]2C[C@@H]3C=C[C@]2(O3)[C@H]1OC(=O)c1ccc(C(C)(C)C)cc1	14.3%[57.1 µM]	7.7%[57.1 µM]	19.2%	-8.4%	1.9%	3.2%	-0.2%	0.0	-7.9%
Cn1cc(CN2CCC(Oc3ccc(C(=O)N4CCCCC4)cc3)CC2)cn1	6.1%[57.1 µM]	-5.1%	8.5%	0.7%	1.4%	4.7%	-12.7%	4.0	-0.7%
C[C@H]1CN([C@@H](C)CO)C(=O)CCCn2nncc2CO[C@@H]1CN(C)Cc1ccc(C(=O)O)cc1	nt	nt	nt	-12.8%	2.1%	-0.6%	nt	7.7	5.4%
COc1ccc(CCNC(=O)c2ccc(Cn3c(=O)c4ccccc4n(Cc4ccc(C)cc4)c3=O)cc2)cc1OC	21.6%	4.7%	29.0%	-31.4%	-0.9%	7.5%	1.3%	1.1	-7.6%
O=S(=O)(c1cccc(-c2csc(-c3cccnc3)n2)c1)N1CCOCC1	4.6%	-4.7%	7.2%	-2.9%	0.0%	-5.1%	10.1%	-9.8	-2.6%
O=C(O)CCC(=O)NCc1ccc(C(=O)O)cc1	7.1%	0.1%	49.6%[activator]	0.6%	0.7%	4.6%	?	-0.3	1.1%
COc1ccc(/C=C/C(=O)Nc2ccncc2)cc1OC	1.1%[57.1 µM]	12.3%[57.1 µM]	33.0%	-26.0%	2.1%	-10.1%	-3.2%	6.9	-2.1%
CN=c1scc(-c2ccc(OC)cc2)n1/N=C(\C)c1cccnc1	-6.8%	-7.2%	44.7µM*	-17.1%	4.6%	-2.4%	-0.3%	-6.4	-6.6%
Cc1cc(C)nc(N/N=C/c2ccccc2OCc2ccc(Br)cc2)n1	-1.8%	-5.5%	25.5%	-17.5%	19.0%	12.6%	-3.0%	-1.1	-1.9%
CN(C(=O)COC(=O)c1ccc2c(c1)OCO2)C1CCS(=O)(=O)C1 (centres undefined)	-7.6%	-4.8%	3.7%	-2.9%	0.9%	i	-6.5%	-2.2	-3.3%
O=C(NC1CCCCC1)Oc1cc2oc(=O)sc2cc1Br	-16.9%[57.1 µM]	8.6%[57.1 µM]	0.6%	-4.8%	?	-2.1%	-3.5%	-19.0	19.7%
Cc1ccc(NC(=O)c2cnn(-c3ccccc3)c2C)cc1	-3.4%	-7.4%	30.5%	0.8%	-1.0%	-1.6%	1.3%	-9.4	14.3%
CCCCc1nnc(NC(=O)c2ccc(N3CCCC3=O)cc2)s1	14.5%	3.1%	2.0%	-1.2%	0.8%	-8.2%	3.6%	-5.6	3.2%
O=C1CSCN1c1ccc(Cl)c(Cl)c1	27.2%	2.2%	19.8%	-15.9%	-1.1%	-7.2%	-0.6%	1.0	5.3%
CN(c1ccc(C(=O)NCc2cccs2)cc1)S(=O)(=O)c1ccccc1	21.4%	-1.9%	46.4%[activator]	-13.2%	-0.9%	-6.4%	3.3%	1.3	0.6%
CCOc1c(Cl)cc(C(=O)Nc2ccccc2-c2ccccc2)cc1Cl	-6.2%	-6.9%	60.9%[activator]	-19.1%	-8.6%	-9.0%	-0.1%	7.5	3.2%
CCOC(=O)C1=C(N)OC2=C(C(=O)CC(C)(C)C2)C1c1ccoc1 (centres undefined)	-20.0%	-2.1%	-6.3%	-2.7%	73.7%[activator]	-1.7%	-1.2%	3.2	-2.3%
CC(=O)c1c(C)[nH]c(C(=O)Nc2ccccc2N2CCOCC2)c1C	7.0%[57.1 µM]	2.5%[57.1 µM]	29.6%	3.0%	1.9%	-1.2%	18.4%	-3.6	11.9%
Cc1csc2nc(COc3ccc(NC(=O)COc4ccc(F)cc4)cc3)cc(=O)n12	5.0%	2.0%	23.0%	-24.3%	-1.9%	i	?	0.0	-15.3%
COc1ccc(-c2sc3cc4c(cc3c2-c2ccc(OCCN3CCOCC3)cc2)OCO4)cc1	38.3%[activator]	10.9%	5.4%	-3.3%	3.8%	-1.3%	-6.4%	0.6	-6.0%
COc1ccc(NC(=O)c2ccc3c(c2)n(C)c(=O)n3C)cc1	24.8%	5.0%	13.7%	?	11.0%	-1.7%	-0.1%	-3.7	10.2%
Cc1ccc(C(=O)OCC(=O)Nc2ccccc2Sc2ccccc2)cc1C	-0.1%	-7.9%	96.8%[activator]	-19.5%	-0.1%	-6.1%	1.4%	4.6	-1.3%
Cc1ccc(NC(=O)c2csc3c2CCCC3)cc1	20.8%[57.1 µM]	0.7%[57.1 µM]	48.4%[activator]	?	-12.7%	-8.0%	2.1%	-0.5	19.4%
O=C(N/N=C\C=C\c1ccc2c(c1)OCO2)c1ccc(F)cc1	3.9%	1.2%	35.5%	-10.0%	0.0%	4.6%	-1.3%	0.3	2.6%
CN(Cc1ccccc1)S(=O)(=O)c1cccc(C(=O)O)c1	14.3%[57.1 µM]	7.3%[57.1 µM]	51.5%[activator]	-7.5%	15.0%	-1.0%	-7.6%	-22.1	5.9%
COc1ccc(-c2ccnc(-c3ccncc3)n2)cc1	-4.5%	-8.7%	47.6%[activator]	-14.6%	-0.8%	-7.8%	1.3%	-1.0	-1.4%
COc1ccc(N(C(=O)Cn2nnc(-c3ccc(Cl)cc3)n2)C(C(=O)NCC2CCCO2)c2ccc(C)cc2)cc1 (centres undefined)	0.4%	-0.6%	27.9%	-6.9%	nt	-2.6%	25.7%	-0.2	4.8%
CN(C)C(=O)CCc1ccc2c3c([nH]c2c1)[C@]1(C)[C@@H](C(=O)N2CCCCC2)C[C@H](CC(=O)NCCc2ccccn2)C(=O)N1CC3	2.5%	-0.1%	42.6%[activator]	-24.9%	0.0%	i	-7.8%	-1.7	-8.6%
CC1S/C(=C(\C#N)C(=O)NCc2ccco2)N(Cc2ccco2)C1=O (centres undefined)	?	-6.8%	3.5%	2.4%	-0.3%	-6.4%	?	-25.4	-3.0%
CCOc1ccc(-n2c(SCC(=O)c3c(N)n(C)c(=O)n(C)c3=O)nnc2-c2cccnc2)cc1	3.2%	2.0%	-4.8%	-0.9%	5.4%	i	-2.2%	-0.3	4.8%
CCN(CC(=O)Nc1c(F)cccc1F)C(=O)C1CCN(S(=O)(=O)c2ccc(C)c(C)c2)CC1	5.7%	3.1%	21.4%	-11.0%	-14.0%	-2.2%	-0.3%	2.7	1.2%
O=S(=O)(Nc1ccc(-n2cnnn2)cc1)c1ccc(Cl)cc1	-8.0%	-2.7%	30.4%[activator]	-10.1%	2.0%	-7.4%	0.9%	8.1	1.7%
CCOC(=O)CN1C(=O)S/C(=C/c2ccc3c(c2)n(C)c(=O)n3C)C1=O	-1.6%	-0.9%	7.3%	-4.2%	0.7%	0.0%	2.9%	3.9	-2.9%
COc1cc(OC)c(NC(=O)c2csc3c2CCC(C)C3)cc1Cl (centres undefined)	51.1%[activator]	28.5%	30.6%	-29.1%	-9.5%	-0.4%	-1.2%	1.5	12.0%
Cc1ccc(N2CC(NC(=O)c3ccc(S(=O)(=O)N4CCCCC4)cc3)CC2=O)cc1 (centres undefined)	10.5%[57.1 µM]	3.1%[57.1 µM]	9.9%	?	5.6%	i	-7.4%	0.5	2.0%
COC(=O)c1ccccc1NC(=O)Cc1nc(-c2ccccc2)sc1-c1ccc(C)cc1	-8.7%	0.5%	46.2%[activator]	-4.8%	-1.2%	-1.5%	55.4%[activator]	0.6	1.1%
Cc1cc(C(=O)O)ccc1NCc1ccncc1	12.9%[57.1 µM]	-8.9%	39.5%[activator]	-3.1%	2.9%	-1.4%	4.0%	1.4	7.6%
Cn1cc(C(=O)N/N=C/c2cccc(O)c2)ccc1=O	-6.3%	-9.9%	17.5%	-12.4%	18.2%	-6.3%	-3.6%	1.4	-15.7%
CC(=O)Nc1ccc(CN2CCCC(CCC(=O)NCc3ccccc3F)C2)cc1 (centres undefined)	11.8%	-2.9%	22.2%	-12.5%	-1.1%	-1.8%	-0.2%	0.3	-4.9%
COc1ccccc1NS(=O)(=O)c1cc(NC(=O)c2cccnc2)ccc1N1CCCCC1	17.6%[57.1 µM]	10.4%[57.1 µM]	-5.8%[57 µM]	?	7.2%	-2.5%	16.4%	2.1	-1.3%
COc1cccc(N/C(SC)=C(/C#N)C(N)=O)c1	2.4%[57.1 µM]	4.1%[57.1 µM]	22.6%	-2.6%	25.2%	i	0.6%	1.8	3.7%
Cc1cc(C)c(C#N)c(SCc2c(F)cccc2[N+](=O)[O-])n1	13.9%	-1.8%	-10.3%	-3.8%	8.7%	-3.0%	-9.5%	0.0	1.6%
O=C(Nc1cc(C(F)(F)F)ccc1N1CCCCC1)c1cccc([N+](=O)[O-])c1	0.5%	-3.6%	1.8%	-16.8%	-4.7%	-2.9%	0.1%	-0.5	1.9%
CC(Cc1cccs1)NC(=O)NC1CCCCC1 (centres undefined)	14.4%	-3.6%	50.6%[activator]	-7.7%	-8.5%	-4.6%	6.7%	-2.1	2.5%

Bioassay records: PubChem, National Center for Advancing Translational Sciences (NCATS)
